LMNA splice mod: LMNA splicing modulation. HeLa LMNA splicing GFP/RFP minigene ratio, 48 h. Potency, µM (titrated, usually from 46.1 µM), inactives show top-dose ratio change, negative = inhibition, usual class: inhibitors. 200,000 tested, 0.01% active. AID 1487; active = well fitted inhibition curve with a large enough effect in the signal ratio, with a control signal flat, not every such curve was filed as active; inconclusive = small, poorly fitted or top-dose-only effect, or effect the other way, or a change in a side signal; the % refers to the signal ratio; note: potency is the fitted concentration of half-maximal effect; % is set by controls: 0 for no effect and ±100 for the full control effect
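Read-out is the ratio of GFP to DsRed2 object intensity, acquired by 488 nm laser-scanning cytometry on HeLa lamin A-EGFP minigene reporter cells. Compound incubation 48 hrs at 37 °C in Opti-MEM with 2% FBS; DMSO 0.5% final.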
GAA glycogen: alters human alpha-glucosidase cleavage of glycogen. recombinant GAA, glycogen substrate, Amplex Red glucose oxidase fluorescence. Potency, µM (titrated, usually from 76.4 µM), for the others: top-dose activity change, negative = inhibition, most hits filed as inhibitors. 300,000 tested, 0.38% active;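 note: potency is the fitted concentration of half-maximal effect; 0% = full enzyme reaction and -100% = no-enzyme basal signal; the screen sought inhibitors and activators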
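Recombinant human enzyme (4 nM); glycogen substrate; 37 C, 40 min, pH 5.0. Readout: coupled glucose oxidase/Amplex Red fluorescence.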
aGlu spleen mod: lysosomal alpha-glucosidase (human) modulation; human spleen homogenate, 4-MU-alpha-glucoside fluorescence; Potency, µM (doses to about 79.9 µM), for inactives: top-dose activity change, negative = inhibition, most hits filed as inhibitors; 240,000 tested, 0.006% active; P10253;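 note: potency is the fitted concentration of half-maximal effect; 0% = enzyme with vehicle and -100% = no enzyme basal signal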
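Human spleen homogenate (1 ug) with 4-methylumbelliferyl-alpha-D-glucopyranoside (1 mM final) in 50 mM citrate/phosphate pH 5.0, 0.01% Tween-20; 40 min at 37 C. Stopped at pH 10; 4-MU fluorescence Ex 365/Em 440 nm; AC50 by Hill fit.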
GAA inh: inhibitors of human lysosomal alpha-glucosidase. P10253. purified human GAA, 4-MU-alpha-glucoside fluorescence. Potency, µM (titrated, usually from 76.9 µM), without a hit: at the highest dose activity change, negative = inhibition, hits mostly inhibitors. 200,000 tested, 0.005% active. AID 1466;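 note: potency is the fitted concentration of half-maximal effect; plate controls were uninhibited enzyme wells for no effect and no-enzyme background for full effect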
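AC50 values come from Hill fits of compound titrations (up to 77 uM) against 4 nM human enzyme. Substrate 4-methylumbelliferyl-alpha-D-pyranoside at 400 uM, pH 5.0 citrate buffer, 20 min room temperature; fluorescence Ex 365/Em 440 after alkaline stop.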
CBFb RUNX1 block: CBF-beta/RUNX1 interaction disruption; 230,000 tested, under 10 active; Q01196+Q13951; Potency, µM (top dose mostly 59.8 µM), inactives show at the top dose activity, negative = inhibition, usual class: inhibitors; AlphaScreen CBFb-His/RUNX1-biotin binding, biochemical; note: % of control where 0% means no effect
Target sequence (Q01196 whole entry, looked up): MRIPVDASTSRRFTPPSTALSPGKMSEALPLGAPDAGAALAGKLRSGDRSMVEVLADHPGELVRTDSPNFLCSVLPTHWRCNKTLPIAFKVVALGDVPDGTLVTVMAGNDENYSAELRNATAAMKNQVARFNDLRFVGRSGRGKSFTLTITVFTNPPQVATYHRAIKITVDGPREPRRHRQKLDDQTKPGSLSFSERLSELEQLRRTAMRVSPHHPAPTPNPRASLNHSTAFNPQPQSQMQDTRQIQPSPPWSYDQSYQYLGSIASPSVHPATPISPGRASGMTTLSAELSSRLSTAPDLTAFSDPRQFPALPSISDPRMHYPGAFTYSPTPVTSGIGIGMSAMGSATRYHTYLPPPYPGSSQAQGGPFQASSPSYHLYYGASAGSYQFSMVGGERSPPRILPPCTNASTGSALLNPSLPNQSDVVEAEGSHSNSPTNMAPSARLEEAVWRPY
Target sequence (Q13951 whole entry, looked up): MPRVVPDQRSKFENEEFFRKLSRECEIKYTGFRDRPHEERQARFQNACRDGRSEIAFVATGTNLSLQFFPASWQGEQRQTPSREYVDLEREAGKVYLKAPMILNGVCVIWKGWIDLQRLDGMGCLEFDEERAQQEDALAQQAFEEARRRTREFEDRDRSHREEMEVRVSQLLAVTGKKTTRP
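Interaction loss through any mechanism counts as activity. Pre-formed complex of His-CBF-beta and biotin-RUNX1 (30 nM apiece) is incubated with compound 15 min, then with 50 ng nickel and 50 ng streptavidin beads for 90 min before AlphaScreen detection.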
HTT cytoprotect: cytoprotection in Huntington HTT-Q103 PC12 cell model; Potency, µM (series often up to 56.4 µM), without a hit: cytoprotection (ATP increase), most hits filed as activators; 230,000 tested, 0.14% active; PC12 HTT-Q103 induced, cytoprotection, ATP luminescence, 40 h;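 note: potency is the fitted concentration of half-maximal effect; % of control where 0% means no effect; nearly all actives have a fitted effect of over 45% in size; toxic huntingtin expression switched on by the ecdysone agonist tebufenozide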
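PC12 cells with ecdysone-inducible HTT exon 1 Q103-GFP, induced with 100 nM tebufenozide and co-treated with library compounds in a dose series (1536-well, 1500 cells/well). Cytoprotection read as ATP content by ATPlite luminescence.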
HTT aggregate: mutant huntingtin aggregation inhibition. AID 1688. PC12 HttQ103-GFP aggregates, Acumen cytometry, 40 h. Potency, µM (series often up to 46.1 µM), inactives show at the top dose activity change, negative = inhibition, most hits filed as inhibitors. 220,000 tested, 1.1% active; note: potency is the fitted concentration of half-maximal effect; % is set by controls: 0 for no effect and ±100 for the full control effect; nearly all actives have a fitted effect of over 60% in size
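Quantitative HTS on tebufenozide-induced (100 nM) PC12 cells stably expressing polyQ103 Huntingtin exon 1–GFP. Reduction of bright GFP aggregates, detected by laser scanning cytometry after lysis, identified actives across the titration.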
The depositor's hits bear a star; ? = inconclusive; · = no result given; & = joins results of further samples; [ ] = dose if it differs, or a comment. Unless noted, calls come from the whole dose curve; as a rule, active = well fitted curve in the direction sought with a large enough effect; inconclusive = small, poorly fitted or top-dose-only effect, or another doubt; inactive = no such curve, though single readings can be large; an effect the other way counts as inactive or inconclusive. An unsorted share of the library. About 1.5% of those tested had a hit in this group.

cpd | SMILES | LMNA splice mod | GAA glycogen | aGlu spleen mod | GAA inh | CBFb RUNX1 block | HTT cytoprotect | HTT aggregate
1 | Cc1ccccc1NC(=S)N(CCN(C)C)C(C)c1cccnc1 (stereo not drawn) | 17%[46 µM] | 5% | -14% | -2% | -6% | -3% | -17%
2 | Cc1ccccc1C(=O)Nc1ccc(N2CCCC2)cc1 | 0%[46 µM] | ? | -2% | 10% | ? | 24%[10 µM] | 15%[9.22 µM]
3 | O=C(COC(=O)CCCSc1nc2ccccc2[nH]1)NC(=O)NC1CCCC1 | -5% | 3% | -15% | -1% | -2% | 0% | -5%
4 | Fc1cccc(NC(=S)NCCN2CCOCC2)c1 | -2% | 3% | 4% | -1% | -6% | -10%[10 µM] | 3%
5 | COc1ccc(N2CCCn3c2nc2c3c(=O)n(Cc3ccc(C)cc3)c(=O)n2C)c(OC)c1 | ? | -2% | -13% | ? | -7% | 2% | -12%
6 | CC(=O)NNC(=O)c1[nH]c2ccc(Cl)cc2c1-c1ccccc1 | · | -3% | 7% | · | 10% | -8%[10 µM] | 2%[9.22 µM]
7 | O=C(CCCSc1nc2ccccc2s1)NCc1ccco1 | 3% | 6% | -6% | 0%[15.4 µM] | -2% | -16% | 7%
8 | C#CCNC(=O)C1=C[C@H](C2CC2)C[C@H](OCCCCO)O1 | · | 5% | 1% | · | 8% | 6%[10 µM] | 10%[9.22 µM]
9 | Cc1ccc(N(C(=O)Nc2ccccc2)C2=NCC(C)S2)cc1 (stereo not drawn) | 1% | -4% | -7% | 7% | 8% | -9%[10 µM] | 5%
10 | COc1ccccc1C(=O)C(O)c1ccccc1OC (stereo not drawn) | 3% | -2% | -23% | 0% | 7% | -6% | -3%
11 | CC1CCCCN1CC(=O)Nc1ccc(Oc2ccccc2)cc1 (stereo not drawn) | -8% | -5% | 0% | -13% | 6% | -5% | -20%
12 | O=C(CC1C(=O)NCCN1Cc1ccccc1C(F)(F)F)NCCc1ccccn1 (stereo not drawn) | -3%[46 µM] | 18% | -18% | ? | 9% | -11%[10 µM] | 3%[9.22 µM]
13 | CC(C)NC(=O)Nc1cccc(Cl)c1 | · | -3% | -4% | · | 10% | 35%[10 µM] | 4%[9.22 µM]
14 | CC(C)c1cc(-c2cc(-c3ccc(Cl)cc3)on2)nc(NCC2CC2)n1 | · | 2% | 6% | · | 3% | 8%[10 µM] | 11%[9.22 µM]
15 | NCCCC[C@H]1NC(=O)[C@H](CCC(=O)O)NC(=O)c2cc([N+](=O)[O-])cc(I)c2OCC[C@@H](C(N)=O)NC1=O | 1% | 5% | 4% | 0% | -12%[2.36 µM] | · | 9%
16 | Cc1nc(-c2coc3cc(OCC(=O)O)ccc3c2=O)cs1 | 8% | 1% | -2% | -5% | 0% | -83%[inhibitor] | 0%
17 | O=[N+]([O-])c1cccc(/C=N/NC2CCS(=O)(=O)C2)c1 (stereo not drawn) | · | 12% | 6% | · | 5% | 9%[10 µM] | -13%[9.22 µM]
18 | COc1cc(S(=O)(=O)N(Cc2cccnc2)Cc2ccco2)ccc1-n1cnnn1 | -1% | -1% | -6% | -2% | -4% | 12% | 1%
19 | COc1ccc(N(CC(=O)NC2CCCC2)C(=O)CS(=O)CC(=O)Nc2ccc3c(c2)OCO3)cc1 (stereo not drawn) | 16%[46 µM] | -3% | 2% | ? | 5% | 16%[10 µM] | -5%[9.22 µM]
20 | Cc1cc(=O)oc2cc(OC3C=CC(C#CC(C)(C)C)OC3CO)ccc12 (stereo not drawn) | · | · | -14%[17.4 µM] | · | -1%[13.1 µM] | -10%[10 µM] | ·

At a glance, some entries already given:
cpd | SMILES | LMNA splice mod | GAA glycogen | aGlu spleen mod | GAA inh | CBFb RUNX1 block | HTT cytoprotect | HTT aggregate
4 | Fc1cccc(NC(=S)NCCN2CCOCC2)c1 | -2% | 3% | 4% | -1% | -6% | -10%[10 µM] | 3%
5 | COc1ccc(N2CCCn3c2nc2c3c(=O)n(Cc3ccc(C)cc3)c(=O)n2C)c(OC)c1 | ? | -2% | -13% | ? | -7% | 2% | -12%
6 | CC(=O)NNC(=O)c1[nH]c2ccc(Cl)cc2c1-c1ccccc1 | · | -3% | 7% | · | 10% | -8%[10 µM] | 2%[9.22 µM]
7 | O=C(CCCSc1nc2ccccc2s1)NCc1ccco1 | 3% | 6% | -6% | 0%[15.4 µM] | -2% | -16% | 7%
8 | C#CCNC(=O)C1=C[C@H](C2CC2)C[C@H](OCCCCO)O1 | · | 5% | 1% | · | 8% | 6%[10 µM] | 10%[9.22 µM]
9 | Cc1ccc(N(C(=O)Nc2ccccc2)C2=NCC(C)S2)cc1 (stereo not drawn) | 1% | -4% | -7% | 7% | 8% | -9%[10 µM] | 5%
10 | COc1ccccc1C(=O)C(O)c1ccccc1OC (stereo not drawn) | 3% | -2% | -23% | 0% | 7% | -6% | -3%
11 | CC1CCCCN1CC(=O)Nc1ccc(Oc2ccccc2)cc1 (stereo not drawn) | -8% | -5% | 0% | -13% | 6% | -5% | -20%

(cont.)
cpd | SMILES | LMNA splice mod | GAA glycogen | aGlu spleen mod | GAA inh | CBFb RUNX1 block | HTT cytoprotect | HTT aggregate
21 | CC(=O)C1=C(O)C(=O)N(c2cc(C(C)(C)C)on2)C1c1ccc(C(C)C)cc1 (stereo not drawn) | -5% | -8% | 2% | 1% | -6% | -5%[10 µM] | 4%
22 | N#Cc1cc2cc3c(cc2nc1N1CCOCC1)OCO3 | -9% | 6% | -3% | ? | 14% | -41%[inhibitor][10 µM] | -11%
23 | Cc1nc2c(C(F)(F)F)cccc2c2c1CCS2 | · | -4% | -7% | -5% | -4% | -17%[10 µM] | 15%
24 | Cc1ccc(NC(=O)CSc2ncn[nH]2)cc1 | · | 6% | -17% | -3% | 4% | -22% | -4%
25 | O=C(c1ccc(F)cc1)N1CCN(c2ccc([N+](=O)[O-])c(N3CCOCC3)c2)CC1 | 1% | 6% | 0% | 2% | -19% | 13%[10 µM] | -3%
26 | O=C(Cn1sc2ccccc2c1=O)NC12CC3CC(CC(C3)C1)C2 | 2% | 7% | 1% | -3% | -6% | -109%[inhibitor] | 11%
27 | COc1ccc(NC(=O)COC(=O)c2c3c(nc4ccccc24)CCCC3)cc1Cl | ? | -6% | -23% | -5% | -4% | -9% | 17%
28 | Cn1nc(-c2ccc(N3CCN(CCO)CC3)c([N+](=O)[O-])c2)c2ccccc2c1=O | · | 4% | -5% | 10% | -1% | 3%[10 µM] | 14%[9.22 µM]
29 | O=C(NCCN1C(=O)S/C(=C/c2cccnc2)C1=O)C1CC(=O)N(Cc2ccccc2)C1 (stereo not drawn) | -25%[46 µM] | 1% | 4% | 2% | 2% | -14% | 1%
30 | Cc1nc2sc(C(c3ccco3)N3CCN(c4ccccc4)CC3)c(O)n2n1 (stereo not drawn) | 5% | -11% | 1% | 8% | 11% | -4% | 0%
31 | O=C(/C=C/c1ccc2c(c1)OCO2)Nc1nc2ccc(F)cc2s1 | · | 8% | 1% | · | 2% | -3%[10 µM] | 2%[9.22 µM]
32 | CCN(CC)C(=O)CSc1nc(C)cc(C)c1C#N | 12%[46 µM] | -4% | · | 3% | 11% | -28% | 6%
33 | COc1cccc(NC(=O)C2CC(=O)N/C(=N/NC(=O)c3ccc(C)cc3)S2)c1 (stereo not drawn) | · | -1% | -14% | · | 1% | -15%[10 µM] | -4%[9.22 µM]
34 | Nc1sc(-c2ccccc2)c(Cc2ccccc2)c1C(=O)O | ? | ? | 6% | -2% | -14% | -16% | 4%
35 | CC1CN(/C(=N\S(=O)(=O)c2ccccc2)c2ccccc2)CC(C)O1 (stereo not drawn) | · | 5% | -5% | · | -1% | 24%[10 µM] | 9%[9.22 µM]
36 | COc1ccc(S(=O)(=O)N2CCCC(C(=O)NCc3ccncc3)C2)cc1 (stereo not drawn) | -3% | 1% | 2% | -8% | 9% | 25% | ?
37 | Cc1ccc(S(=O)(=O)N/N=C/c2ccc(OCC(=O)Nc3ccccc3Cl)cc2)cc1 | -7% | -11% | 0% | 3% | -10% | -1% | -10%
38 | CCOCC(=O)Nc1ccc(-c2cn3cccnc3n2)cc1 | 9% | 4% | ? | ? | 4% | 0% | 2%
39 | CCCN(CC1COc2ccccc2O1)C(=S)Nc1ccc(C)cc1 (stereo not drawn) | -12% | -2% | -3% | -4% | 2% | 23%[10 µM] | -13%
40 | COC(=O)[C@@H](NC(=O)O[C@@H]1C(=O)c2cc(Br)ccc2O[C@H]1c1ccc2c(c1)OCO2)C(C)C | · | · | -1% | · | 1% | -22% | ·
41 | COc1ccccc1Nc1nc(=O)[nH]nc1C | 11% | 7% | -21% | -6% | 2% | 16% | -3%
42 | COC(=O)c1ccc(NC(=O)c2ccco2)cc1 | 2% | 3% | 2% | 0% | 0% | -29% | -6%
43 | O=C(NC(Cc1c[nH]c2ccccc12)c1nnc2n1CCCCC2)c1cccs1 (stereo not drawn) | -9% | -5% | 2% | 3% | 0% | 0% | -3%
44 | COc1ccc(N(Cc2cc3ccc(C)cc3[nH]c2=O)C(=O)C2CCCO2)cc1 (stereo not drawn) | · | -1% | -3% | · | -3% | 1%[10 µM] | 19%[9.22 µM]
45 | Cc1ccc(CCNC(=O)C2CCCN(c3nc4ccccc4o3)C2)cc1 (stereo not drawn) | ? | 4% | 0% | -13% | 1% | -7%[0.074 µM] | 6%
46 | CCOC(=O)c1cc2n(n1)C(C(F)(F)C(F)(F)F)CC(C)N2 (stereo not drawn) | -14% | -4% | 3% | 2% | 16% | 17%[10 µM] | 5%
47 | CC(=O)c1ccc(NC(=S)Nc2cccc(S(=O)(=O)Nc3c(C)n(C)n(-c4ccccc4)c3=O)c2)cc1 | 1%[46 µM] | 2% | 2% | -4% | -4% | -40%[inhibitor] | 7%
48 | N#Cc1c(NCCO)nc(NCc2ccccc2)c2c1CCN(Cc1ccccc1)C2 | 10% | 0% | -13% | -7% | -13% | -78%[inhibitor] | 8%
49 | N=c1ccccn1CC(O)COc1ccccc1 (stereo not drawn) | -2% | 10% | 4% | 4% | 7% | 5% | 18%
50 | Cc1cc(C)cc(NCCC#N)c1 | -2% | 6%&15% | -1%&-4% | 1% | 5%&6% | 1%[10 µM] | 8%[9.22 µM]
51 | N#C/C(=C/c1ccccc1)c1nn(CCO)c(N)c1C#N | -16% | 9% | -1% | -16% | -9% | 10%[10 µM] | 7%
